procasp7 counter – procaspase-7 activators, primary screen, counter-screen for procaspase-3 activator project, biochemical, absorbance, HTS, human | Caspase-7 (Homo sapiens), P55210 | AID 463210, 2010 | 0.093% of 330,000 active | recombinant procaspase-7, Ac-DEVD-pNA absorbance 405 nm; D23A/D198A/D206A triple mutant, cannot self-cleave; scale: DMSO 0, 5 µM enzyme 100 | activation, % at 8.5 µM;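 active means percent activation above the screen-wide mean plus 3 SD, cut at about 25% in these data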
Target sequence (P55210 whole entry D23A/D198A/D206A): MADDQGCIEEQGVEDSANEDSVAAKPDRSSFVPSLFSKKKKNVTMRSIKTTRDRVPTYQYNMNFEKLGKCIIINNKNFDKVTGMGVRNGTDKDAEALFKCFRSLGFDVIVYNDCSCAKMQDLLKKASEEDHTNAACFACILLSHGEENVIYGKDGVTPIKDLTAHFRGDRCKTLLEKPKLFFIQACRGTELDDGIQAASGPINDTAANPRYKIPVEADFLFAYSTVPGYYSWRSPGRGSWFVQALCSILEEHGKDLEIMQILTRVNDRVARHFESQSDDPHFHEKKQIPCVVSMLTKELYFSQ
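Assay system: Uncleavable procaspase-7 mutant enzyme | Input: 2 µM procaspase-7 mutant as dispensed | Timing: 1 h compound preincubation, 2 h substrate cleavage, 25 °C | Repeats: One well per compound | Control set: DMSO wells as 0%, DMSO with 5 µM added PC-7 as 100% | Technique: Epi-absorbance of released pNA at 405 nm, two timepoints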
JMJD2C inh – inhibitors of GASC-1 histone demethylase, primary screen, biochemical, fluorescence, DELFIA europium | Lysine-specific demethylase 4C (Homo sapiens), Q9H3R0 | GST-JMJD2C(1-420) H3K9me3 demethylation | inhibition, % at 2.35 µM | 0.069% of 330,000 active | AID 2099, 2009;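 active means more than half of a compound's replicate wells show inhibition beyond 50%, single wells judged on their own value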;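 further: signal counts dimethyl H3K9 product captured on neutravidin plate; 0% = median of DMSO wells and 100% = 0.3 times that DMSO median; strong numbers were not always called active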
Target sequence (Q9H3R0 1-420 limits assumed): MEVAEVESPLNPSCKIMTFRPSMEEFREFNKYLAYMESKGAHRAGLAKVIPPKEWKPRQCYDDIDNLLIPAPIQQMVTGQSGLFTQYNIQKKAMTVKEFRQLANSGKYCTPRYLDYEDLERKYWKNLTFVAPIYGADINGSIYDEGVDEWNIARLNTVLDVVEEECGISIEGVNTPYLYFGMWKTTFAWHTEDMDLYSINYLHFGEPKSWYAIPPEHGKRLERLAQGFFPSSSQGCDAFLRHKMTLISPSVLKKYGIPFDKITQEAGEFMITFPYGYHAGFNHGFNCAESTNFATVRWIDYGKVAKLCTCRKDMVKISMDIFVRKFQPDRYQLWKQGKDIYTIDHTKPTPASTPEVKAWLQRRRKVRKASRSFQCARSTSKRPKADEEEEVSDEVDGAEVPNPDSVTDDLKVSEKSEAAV
Fh CTSL1 inh – Fasciola hepatica cathepsin L1 inhibitors, primary screen, counter-screen for PFM18AAP inhibitor project, biochemical, QFRET, fluorogenic peptide substrate. recombinant F. hepatica cathepsin L1, Z-Leu-Arg-MCA fluorescence. inhibition, % at 5.96 µM. 0.49% of 300,000 active. AID 1906, 2009;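 active means inhibition above the mean of all tested compounds plus 3 SD, set per screening campaign, cut at about 17% in these data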;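 further: 0% = plate median of test compound wells and 100% = 1 µM Z-Phe-Ala-diazomethylketone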
proCasp3 act – activators of human procaspase-3 D3A mutant, primary screen, biochemical, absorbance, PC-3 D3A mutant, single concentration. Caspase-3 (Homo sapiens), P42574. activation, % at 8.5 µM. recombinant procaspase-3 D3A, Ac-DEVD-pNA absorbance 405 nm. AID 463141, 2010. 0.11% of 330,000 active;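 active means activation above the mean of all tested compounds plus 3 SD, cut at about 21% in these data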;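 further: 0% = DMSO alone and 100% = DMSO wells spiked with extra 5 µM PC-3 D3A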
Target sequence (P42574 whole entry D9A/D28A/D175A): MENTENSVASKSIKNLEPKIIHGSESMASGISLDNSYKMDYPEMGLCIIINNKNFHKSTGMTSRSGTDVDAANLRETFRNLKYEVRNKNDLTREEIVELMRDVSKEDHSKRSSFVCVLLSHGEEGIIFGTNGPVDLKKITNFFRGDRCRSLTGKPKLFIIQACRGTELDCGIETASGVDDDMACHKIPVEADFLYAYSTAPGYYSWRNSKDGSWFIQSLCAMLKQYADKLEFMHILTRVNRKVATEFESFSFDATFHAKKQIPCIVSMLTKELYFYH
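assay system = Procaspase-3 D3A mutant | signal = absorbance at 405 nm, 0 and 120 min | times = 1 h preincubation plus 2 h reaction at 25 °C | repeats = single replicate | read-out = % activation between DMSO and enzyme-spiked controls | medium = Zinc-free HEPES saline buffer with Triton X-100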
PP5 primary – PP5 phosphatase inhibitors, primary screen, biochemical, fluorescence | Serine/threonine-protein phosphatase 5 (Homo sapiens), P53041 | purified PP5c, OMFP substrate fluorescence | inhibition, % at 6.7 µM | 0.18% of 320,000 active;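 active means inhibition above the campaign's mean inhibition across all tested compounds plus 3 SD, cut at about 9.5% in these data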;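 further: 0% = DMSO only and 100% = 100 µM cantharidin control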
HCV core dimer – inhibitors of HCV core protein dimerization, primary screen, biochemical, TR-FRET, high-throughput. inhibition, % at 5 µM. TR-FRET GST/Flag-core106 dimerization, 1536-well. 0.33% of 300,000 active;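 active means inhibition above the mean of all tested compounds plus 3 SD, set per screening campaign, cut at about 45% in these data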
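Test system: GST/Flag-tagged HCV core106 proteins; Medium: KF-containing HEPES buffer, pH 7.45, DTT, CHAPS, BSA; Times: compound-protein-antibody incubation 4 h at 22.5 °C; Detection: TR-FRET 671 and 617 nm emission; Benchmarks: wells lacking GST-core106 and wells with excess unlabelled core106.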
TPT1 inh – Candida albicans TPT1 enzyme inhibitors, primary screen, biochemical, fluorescence polarization. 0.81% of 300,000 active. recombinant caTPT1, FP RNA substrate dephosphorylation. AID 1962, 2009. inhibition, % at 5 µM;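 active means inhibition above the mean of all tested compounds plus 3 SD, set per screening campaign, cut at about 24% in these data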;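 further: plate controls were DMSO alone for no effect and ferristatin control at 100 nM for full effect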
PP1 counter – PP1-alpha phosphatase inhibitors, primary screen, counter-screen for PP5 inhibitor project, biochemical, fluorescence, OMFP substrate, single point | purified PP1alpha | inhibition, % at 6.7 µM | 0.9% of 320,000 active;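 active means inhibition above the mean inhibition of all tested compounds plus 3 SD, computed separately for each screening campaign, cut at about 15% in these data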
Efflux pump mplx – inhibitors of Candida efflux pumps in yeast, primary screen, S. cerevisiae, Nile Red, multiplex; 0.44% of 330,000 active; AID 485275, 2010; S. cerevisiae Candida pump triplex; inhibition, % at 10 µM;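 active means plate passing quality check with inhibition over a set limit, or well fluorescence over plate mean plus 4 SD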;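 further: Nile Red retained in pooled yeast measured as flow cytometry median fluorescence; 0% = buffer negative control and 100% = Enniatin B positive control; higher means more Nile Red kept so more efflux inhibition; some compounds called inactive have numbers as strong as hits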
Numbers without * were called inactive; nt = no result given; & = joins results of further samples. Not a hit list; 2.9% or so of the library scored in one or more.

SMILES	procasp7 counter	JMJD2C inh	Fh CTSL1 inh	proCasp3 act	PP5 primary	HCV core dimer	TPT1 inh	PP1 counter	Efflux pump mplx
COc1ccc(S(=O)(=O)N2CCN(CC(=O)Nc3ccc(F)c(F)c3)CC2)cc1	1	0	3	3	0.8	-4	0	-2	0.1
CC(C)[C@H](NC(=O)Nc1ccc(Oc2ccccc2)cc1)C(=O)O	-2	11	0	6	2.9	3	1	-1	-0.1
COCCCNC(=O)c1c[nH]c2ccc(S(=O)(=O)N(C)c3ccccc3C)cc2c1=O	5	-2	1	2	2.1	-10	-2	6	-0.1
C=CCC1(CC=C)CCCN1C(=O)c1cc(COc2cncc(Cl)c2)on1	-4	4	4	-3	4.2	7	-5	3	0.0
O=C(NCCCCO)c1ccc2c3c(cccc13)CC2	5	1	-3	-2	-1.3	4	3	-4	0.0
COc1cc(/C=N/NC(=O)c2ccc(CSc3nc4ccccc4[nH]3)cc2)cc(OC)c1OC	3	1	4	10	5.2	6	-3	11	0.3
CCOC(=O)c1cccc(NC(=O)c2cccnc2)c1	1	-84	-2	1	1.0	-4	-2	-1	0.0
Cc1cc(C)cc(NC(=O)CCn2ccnc2C)c1	-12	2	-3	7	3.4	2	0	-2	0.1
COc1ccc(/C=C(/NC(=O)c2cccs2)C(=O)N2CCOCC2)cc1OC	16	1	-2	9	1.0	-10	-2	-2	-0.2
Cc1ccc(S(=O)(=O)NCc2ccc(C(=O)N3CCCC3)cc2)cc1	9	4	-1	-8	-0.8	-1	33*	-4	0.1
CC(C)CN1C(=O)C(=O)N(CC(=O)Nc2cc(Cl)ccc2Oc2ccccc2)C1=O	0	-3	-7	3	3.6	6	3	0	0.0
COc1ccc(N2CCN(c3ncccn3)CC2)cc1	-2	nt	0	-2	-0.2	-6	0	-5	0.1
CN(CCc1ccccc1)C(=O)CCc1nnc(Cc2ccc3c(c2)OCO3)o1	2	8	-1	3	1.4	0	2	0	-0.1
CCCCc1c(O)nc(SCC(=O)N2CCCCC2)n(-c2ccccc2C)c1=O	-13	155	-7	-5	-6.9	3	-1	2	0.1
O=C(CSc1nnc(Cc2ccccc2)o1)NC1CC2CCC1C2 (stereo unspecified)	6	2	14	0	1.3	3	-1	-5	0.0
COc1ccccc1NC(=O)c1ccc2nc(-c3ccccc3)c(-c3ccccc3)nc2c1	4	-3	-1	5	-0.8	-1	-3	-2	0.0
COC(=O)[C@@H](Cc1ccccc1)N(Cc1ccccc1)S(=O)(=O)N(Cc1ccccc1)[C@H](Cc1ccccc1)C(=O)OC	7	-12	nt	-6	nt	nt	nt	nt	0.9
Cc1cc2n(n1)C(c1ccc3c(c1)OCO3)Nc1ccccc1-2 (stereo unspecified)	2	-1	-3	4	3.0	-7	0	0	-0.1
COc1cccc(N2CCN(C(=S)NCCc3ccccc3)CC2)c1	-3	-4	1	4	0.6	-4	1	2	0.0
O=C1C2N=NN(CC(=O)N3N=C(c4cccc5ccccc45)CC3c3ccccc3)C2C(=O)N1c1ccccc1 (stereo unspecified)	-2	13	4	-10	0.2	43	-1	31*	0.1
Cc1ccc(CC(=O)NNC(=O)c2ccncc2)cc1C	-30	-4	-1	-14	0.1	3	0	-3	-0.1
Cc1cc(C)nc(NC2=NCC(=O)N2c2ccccc2Br)n1	4	-7	-1	12	1.2	-5	-1	-2	-0.1
CC(=O)Nc1cccc(N2C(=O)CC(Cc3ccccc3)C2=O)c1 (stereo unspecified)	6	-9	-1	-5	0.2	3	-5	0	-0.1
Cc1ccc(/C=C/C(=O)Nc2ccc(O)c3c(=O)cc(-c4ccccc4Cl)oc23)cc1	-3	-11	2	-6	-6.8	17	4	9	0.5
O=C(Cc1ccccc1)Oc1coc(CSc2ncccn2)cc1=O	-2	22	-39	0	-1.6	-1	0	4	-0.1
Carrying on:
SMILES	procasp7 counter	JMJD2C inh	Fh CTSL1 inh	proCasp3 act	PP5 primary	HCV core dimer	TPT1 inh	PP1 counter	Efflux pump mplx
CCc1nc(SCC(=O)N2CCCCC2)c2c(=O)n(C)c(=O)n(C)c2n1	-4	3	0	17	1.3	3	0	0	0.1
CCOC(=O)C1(Cc2ccc(Cl)cc2)CCN(C(=O)c2sc(C)nc2C)CC1	-4	-2	6	-3	-3.2	-5	-1	1	0.4
COc1ccc(CCN(C)Cc2c(O)ccc3ccccc23)cc1OC	-18	14	-1	-8	0.7	2	9	-3	0.2
CC(=O)N1c2ccc(S(=O)(=O)NCC3CCC(C(=O)NCc4ccc(C)o4)CC3)cc2CC1C (stereo unspecified)	1	26	-1	2	0.1	6	0	1	0.0
O=C(COC(=O)COc1ccc(Br)cc1)NCc1ccccc1	-10	nt	nt	-4	1.1	nt	nt	-5	-0.1
CCOC(=O)c1c(C)n(C)c2ccc(OCC(O)CN3C(=O)c4ccccc4S3(=O)=O)cc12 (stereo unspecified)	0	nt	-4	4	4.3	5	-1	0	-0.1
O=C(NCCCl)c1ccc(OCc2ccccc2)cc1Cl	12	1	-1	2	-1.9	-4	-2	5	-0.2
CCCOc1ccc([N+](=O)[O-])c(N)c1	5	-4	0	0	3.5	-4	-4	-3	5.0
Cc1nc2[nH]c(=O)c3c(n2n1)NC1=C(C(=O)CC(C)(C)C1)C3c1ccc(F)cc1 (stereo unspecified)	9	12	2	4	4.4	4	0	-1	0.2
CC(=O)NNC(=O)C(O)(c1ccccc1)c1ccccc1	5	-3	-1	-1	0.0	-9	1	-1	0.1
CC12CC(c3ccccc3O1)C(C(=O)N1CCOCC1)C(=O)N2 (stereo unspecified)	6	3	0	-2	-1.2	-2	0	0	0.0
Oc1cccc(/C=C/c2ccc3cccc(O)c3n2)c1	-1	0	2	14	2.1	10	3	14	0.1
Cc1ccc(S(=O)(=O)CC(=O)Nc2ncc([N+](=O)[O-])s2)cc1	4	3	2	4	3.3	-4	-2	-2	0.1
COc1ccc(C)cc1S(=O)(=O)NCC(c1ccco1)N1CCc2ccccc2C1 (stereo unspecified)	5	-18	3	-4	4.5	7	2	0	0.1
COc1ccc(S(=O)(=O)N2CCCC(C(=O)Nc3ccc(NC(=O)c4ccccn4)cc3)C2)cc1 (stereo unspecified)	1	-13&10	1	6	-0.4	10	-2	-1	0.0
O=C(c1cccc(S(=O)(=O)N2CCOCC2)c1)N1CCN(C/C=C/c2ccccc2)CC1	-4	-4	nt	-2	3.5	nt	nt	5	0.1
CC(=O)c1ccc(N2C(=NC(=O)CCc3ccccc3)SC3CS(=O)(=O)CC32)cc1 (stereo unspecified)	2	2	-4	7	1.6	11	0	-1	0.1
COC(=O)c1ccc(/C=C(/NC(=O)c2ccccc2)C(=O)N2CCOCC2)cc1	2	101	-3	-4	0.8	2	-3	-1	-0.1
O=C(CCC(=O)N1CCSc2ccccc21)Nc1ccc(F)cc1	1	-5	-2	4	4.5	-2	1	4	0.1
CCNC(=S)Nc1ccc(Cc2nc3ccccc3[nH]2)cc1	1	-5	-4	2	2.5	1	-4	-1	-0.2
Cc1ccc(N(C(C)C(=O)Nc2ccc3c(c2)OCO3)S(C)(=O)=O)cc1 (stereo unspecified)	4	0	0	4	3.3	8	-3	3	0.0
CCOC(=O)N1CCN(C(=O)c2sc3nc(-c4ccc(F)cc4)cn3c2C)CC1	-6	6	0	-9	2.2	-1	1	-1	0.1
CCOC(=O)C1=C(COC(=O)CSc2ccc(C)cc2)NC(=O)NC1C (stereo unspecified)	7	10	nt	1	0.0	nt	nt	0	0.1
Cc1ccc(NC(=O)c2cc(=O)c3ccccc3o2)c(C)c1	2	9	3	-4	-1.7	-1	1	-1	0.2
Cc1nnc(SCc2nc3scc(-c4ccccc4)c3c(=O)[nH]2)s1	-7	67	-3	-8	-0.5	7	14	-1	0.3
Continuation:
SMILES	procasp7 counter	JMJD2C inh	Fh CTSL1 inh	proCasp3 act	PP5 primary	HCV core dimer	TPT1 inh	PP1 counter	Efflux pump mplx
O=C(Nc1cnccc1C(F)(F)F)NC1CCCCC1	8	5	0	2	-2.2	-5	-4	-3	-0.1
COc1ccc(CCN2C(=O)CSC2=Nc2ccc(C(C)C)cc2)cc1OC	8	-5	5	0	4.7	1	-2	-3	0.2
OC(COc1ccc2ccccc2c1)Cn1ccnc1 (stereo unspecified)	10	-6	1	-7	1.0	-4	-3	-4	0.0
Cc1cc(C)cc(NC(=S)N2CCN(c3ncccn3)CC2)c1	-3	10	0	6	0.8	0	-1	-2	-0.3
Cn1c(N)c(C(=O)CSc2n[nH]c(-c3ccccc3)n2)c(=O)n(C)c1=O	2	-24	nt	0	4.2	nt	nt	1	0.0
CCOC(=O)c1cc(NC(=O)/C=C\C(=O)O)ccc1Cl	3	-2	-4	-9	0.2	1	11	-1	-0.1
CC(CC12CC3CC(CC(C3)C1)C2)NCc1ccccc1O (stereo unspecified)	-3	58	3	3	2.1	5	-1	6	-0.1
O=C(c1ccc2[nH]ccc2c1)N1CCCC(Nc2ccccc2)C1 (stereo unspecified)	0	-16	1	-1	1.6	-1	1	-3	0.2
Cc1sc2ncn(CC(=O)N3CCC(C(N)=O)CC3)c(=O)c2c1S(=O)(=O)N1CCOCC1	6	-3	0	8	1.1	2	0	3	0.4
COc1ccc(C2=NN(CCC(=O)NC3CCC(C)CC3)C(=O)CC2)cc1 (stereo unspecified)	20	-2	-2	3	2.4	0	1	0	0.0
O=C(NC(=S)Nc1ccc2[nH]c(=O)[nH]c2c1)c1ccccc1[N+](=O)[O-]	0	9	5	-4	-2.2	-13	-5	-1	-4.7
CC(=O)Nc1ccc(NC(=O)CN2C(=O)COc3ccc(S(=O)(=O)N4CCCCC4)cc32)cc1	-7	0	-1	9	0.9	4	5	-3	0.2

Pulled one by one from above (three):
SMILES	procasp7 counter	JMJD2C inh	Fh CTSL1 inh	proCasp3 act	PP5 primary	HCV core dimer	TPT1 inh	PP1 counter	Efflux pump mplx
COc1ccc(C2=NN(CCC(=O)NC3CCC(C)CC3)C(=O)CC2)cc1 (stereo unspecified)	20	-2	-2	3	2.4	0	1	0	0.0
CCOC(=O)c1cc(NC(=O)/C=C\C(=O)O)ccc1Cl	3	-2	-4	-9	0.2	1	11	-1	-0.1
CC(=O)Nc1ccc(NC(=O)CN2C(=O)COc3ccc(S(=O)(=O)N4CCCCC4)cc32)cc1	-7	0	-1	9	0.9	4	5	-3	0.2

Compound activity as filed in PubChem BioAssay.
